# Screening results: PubChem, several laboratories
# Mcl1-Noxa inh – Mcl-1/Noxa interaction inhibition; Q07820; TR-FRET Mcl-1/Noxa peptide binding, 2 h; inhibition, % at 21.7 µM; actives 1.5% (n = 220,000);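 active = compounds that cut the protein-peptide binding signal by more than 50% relative to plate controls in a single-dose test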;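 note: His-tagged Mcl-1 with rhodamine Noxa BH3 peptide and terbium anti-His antibody; 0% = Mcl-1 plus Noxa peptide wells and 100% = peptide-only wells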
# Bim-Mcl-1 – disrupts Bim peptide binding to human Mcl-1; AID 1009; actives 0.1% (n = 190,000); Bead-based flow cytometry, Bim peptide-Mcl-1 binding; inhibition, % at 10 µM;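 note: 0% = no compound tracer wells and 100% = peptide blocker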
# Bim-Bcl-W – inhibitors of Bim-Bcl-W interaction, human | Q92843 | bead-based flow cytometry, Bim peptide-Bcl-W binding | inhibition, % at 10 µM | actives 0.02% (n = 190,000);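 note: 0% = bound tracer without compound and 100% = peptide blocker; higher means less fluorescent Bim peptide bound to Bcl-W beads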
# Target sequence (Q92843 whole entry, looked up): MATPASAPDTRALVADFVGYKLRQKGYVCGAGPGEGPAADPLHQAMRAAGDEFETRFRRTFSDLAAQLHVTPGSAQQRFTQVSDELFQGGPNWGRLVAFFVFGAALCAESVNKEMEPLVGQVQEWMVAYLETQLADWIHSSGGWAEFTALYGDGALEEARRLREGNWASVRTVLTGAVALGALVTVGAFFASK
# Bfl-1 Bim block – inhibitors of Bim-Bfl-1 interaction, human | actives 0.12% (n = 190,000) | Q16548 | inhibition, % at 10 µM | Bead-based flow cytometry, Bim-Bfl-1 binding inhibition;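 note: 0% = wells without compound plus tracer and 100% = blocker peptide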
# RGS7-Gao – human RGS7-Galphao interaction regulation. P09471. Multiplexed bead flow cytometry, RGS7-Galphao binding; actives lie on both sides. binding response (% of control), % at 10 µM. actives 0.35% (n = 220,000); in the data active = binding response below about 49% or above about 150%; inconclusive = no clear call, values can overlap the other calls; inactive = in between;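 note: fluorescent Galphao held in activated GDP-AlF4 state binding bead-coupled RGS7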
# Target sequence (P09471 whole entry, looked up): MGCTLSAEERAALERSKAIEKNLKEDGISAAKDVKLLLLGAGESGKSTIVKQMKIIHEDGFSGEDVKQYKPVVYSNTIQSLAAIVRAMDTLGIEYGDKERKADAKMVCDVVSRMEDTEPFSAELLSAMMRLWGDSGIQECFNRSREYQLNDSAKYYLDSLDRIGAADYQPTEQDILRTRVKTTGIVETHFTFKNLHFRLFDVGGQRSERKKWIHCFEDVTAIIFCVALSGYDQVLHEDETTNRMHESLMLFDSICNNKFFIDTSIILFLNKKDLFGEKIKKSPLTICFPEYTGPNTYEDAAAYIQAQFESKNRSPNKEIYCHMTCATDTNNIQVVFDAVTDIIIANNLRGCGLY
# Bcl-B Bim block – human Bim-Bcl-B interaction inhibition. bead-based flow cytometry, Bim peptide-Bcl-B binding. inhibition, % at 10 µM. actives 0.073% (n = 190,000);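 note: 0% = tracer peptide without compound and 100% = reference inhibitor peptide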
# Target sequence (Q9HD36 whole entry, looked up): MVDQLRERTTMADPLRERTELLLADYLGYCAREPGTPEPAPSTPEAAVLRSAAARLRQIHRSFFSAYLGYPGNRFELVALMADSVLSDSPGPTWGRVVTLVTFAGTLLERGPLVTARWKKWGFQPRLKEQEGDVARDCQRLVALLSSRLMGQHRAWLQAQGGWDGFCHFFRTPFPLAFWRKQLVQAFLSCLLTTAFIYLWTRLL
# Mcl1 Bid PPI – Mcl-1/Bid interaction inhibition; Q07820; TR-FRET Mcl-1/Bid-Dy647 peptide binding, 1536-well; inhibition, % at 21.7 µM; actives 0.97% (n = 220,000); AID 1021;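 active = compounds that cut the binding signal by more than half at the single screening dose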;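 note: His-tagged Mcl-1 with europium anti-His antibody binding Bid BH3 peptide; 0% = Mcl-1 plus peptide wells and 100% = peptide-only wells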
# RGS8-Gao reg – modulates binding of RGS8 to human Galphao; AID 1423; P09471; multiplexed bead flow cytometry; actives lie on both sides; actives 0.34% (n = 220,000); response (percent of control binding), % at 10 µM; in the data active = response below about 60% or above about 140%; inactive = in between;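 note: Galphao activated as the GDP aluminium fluoride complex binding bead-coupled RGS8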
# Bcl-2 Bim block – human Bim-Bcl-2 interaction inhibition; inhibition, % at 10 µM; actives 0.06% (n = 190,000); P10415; Bead-based flow cytometry, Bim peptide-Bcl-2 binding; in the data active = inhibition above about 40%; inconclusive = no clear call, values can overlap the other calls;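 note: 0% = no compound wells with probe peptide and 100% = reference peptide inhibitor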
# Target sequence (P10415 whole entry, looked up): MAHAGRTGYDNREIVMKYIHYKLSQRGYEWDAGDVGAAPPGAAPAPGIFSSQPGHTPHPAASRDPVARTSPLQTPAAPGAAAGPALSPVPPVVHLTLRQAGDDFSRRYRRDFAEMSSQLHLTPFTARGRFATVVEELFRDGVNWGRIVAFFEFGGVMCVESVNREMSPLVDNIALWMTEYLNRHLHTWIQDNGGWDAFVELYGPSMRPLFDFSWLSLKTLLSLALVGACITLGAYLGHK
# RGS4-Gao reg – human RGS4-Galphao interaction regulation; P09471; Multiplexed bead flow cytometry, RGS4-Galphao binding; actives lie on both sides; binding response (% of control), % at 10 µM; actives 0.33% (n = 220,000); AID 1415; in the data active = binding response below about 49% or above about 150%; inactive = in between;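 note: fluorescent Galphao activated with aluminum fluoride binding bead-coupled RGS4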
# Bcl-XL Bim block – disrupts Bim peptide binding to human Bcl-XL; actives 0.04% (n = 190,000); Q07817; bead flow cytometry, fluorescence; inhibition, % at 10 µM; AID 1007
# The depositor's hits bear a star; u = inconclusive; x = not tested or not shown. Cut-off read from the data, not from the text of the source, unless noted: active = inhibition above about 40%. The list is partial; rates above refer to the full screens.
# Start of the data: the first 3 compounds as a preview:
entry	Structure	Mcl1-Noxa inh	Bim-Mcl-1	Bim-Bcl-W	Bfl-1 Bim block	RGS7-Gao	Bcl-B Bim block	Mcl1 Bid PPI	RGS8-Gao reg	Bcl-2 Bim block	RGS4-Gao reg	Bcl-XL Bim block
1	O=C1CC(=O)N(c2ccc3c(c2)OCO3)C(=O)N1	10	-1	-2	-19	99	-7	13	101	-6	102	-7
2	COc1ccc(-n2c(O)c(C=Nc3c(C)n(C)n(-c4ccccc4)c3=O)c(=O)[nH]c2=O)cc1	-8	0	-1	0	100	-2	-40	99	0	100	-2
3	COc1ccc(-n2c(O)c(C=NCCCn3ccnc3)c(=O)[nH]c2=O)cc1	-2	2	1	-14	101	-5	-3	99	-2	100	-3

# All compounds of this part (from the top)
entry	Structure	Mcl1-Noxa inh	Bim-Mcl-1	Bim-Bcl-W	Bfl-1 Bim block	RGS7-Gao	Bcl-B Bim block	Mcl1 Bid PPI	RGS8-Gao reg	Bcl-2 Bim block	RGS4-Gao reg	Bcl-XL Bim block
1	O=C1CC(=O)N(c2ccc3c(c2)OCO3)C(=O)N1	10	-1	-2	-19	99	-7	13	101	-6	102	-7
2	COc1ccc(-n2c(O)c(C=Nc3c(C)n(C)n(-c4ccccc4)c3=O)c(=O)[nH]c2=O)cc1	-8	0	-1	0	100	-2	-40	99	0	100	-2
3	COc1ccc(-n2c(O)c(C=NCCCn3ccnc3)c(=O)[nH]c2=O)cc1	-2	2	1	-14	101	-5	-3	99	-2	100	-3
4	CC12CC[C@H]3[C@@H](CCC4(O)C[C@H](O)CCC34/C=N/NC(=O)Cc3ccccc3)C1(O)CCC2C1=CC(=O)OC1 (stereo not given in full)	9	x	x	x	u	x	-6	101	x	101	x
5	C=CCN1C(=O)NC(=O)/C(=C/c2cc3c4c(c2)CCCN4CCC3)C1=O	40	5	0	0	67	2	-104	85	3	80	-1
6	CNC(C(=O)c1ccccc1)C(OC(C)C)c1ccc(Cl)cc1 (stereo not given)	2	-1	0	-2	98	2	-1	99	-2	100	-2
7	O=C1NC(=O)C2=Cc3ccc(O)cc3OC2(O)N1 (stereo not given)	11	-1	-2	0	97	0	-27	102	1	100	-1
8	O=C(NC(=C(Cl)Cl)P(=O)(c1ccccc1)c1ccccc1)c1ccccc1	29	-2	-1	0	102	-4	-10	104	3	104	-4
9	CCCCCn1c(=O)c(C(=O)Nc2cnccn2)c(O)c2ccccc21	15	-3	-3	-7	100	-3	-4	103	-5	106	-4
10	c1ccc2sc(NC3=NCCN3)nc2c1	4	-3	-5	-3	97	-8	-1	103	-3	98	-6
11	COc1ccc2c(c1)c(C(=O)O)c(C)n2CC(C)C	17	0	-2	-5	100	2	-24	101	2	99	-2
12	Cc1nc2ccccc2c(=O)n1-c1ccccn1	13	1	0	-11	98	-8	-38	100	-6	102	-3
13	O=C(C(Cc1ccccc1)NS(=O)(=O)c1cccc2nsnc12)N1CCC2(CC1)OCCO2 (stereo not given)	17	-2	0	-2	97	-1	-10	100	0	101	0
14	Cc1nn(Cc2ccccc2)c(Cl)c1C(=O)Nc1ccc(OC(F)(F)F)cc1	0	-4	0	-2	94	-5	9	77	-1	94	-6
15	NC(Cc1ccccc1)c1nc(-c2ccccc2)no1 (stereo not given)	-12	x	x	x	u	x	-17	96	x	100	x
16	CN1C(=O)C(=Cc2ccc(N3CCOCC3)o2)C(=O)N(C)C1=S	-10	-3	-2	-3	106	0	-36	105	-6	109	-2
17	Cc1cc(OC(=O)N(C)C)nc(SCc2c(Cl)cccc2Cl)n1	-12	x	x	x	u	x	7	105	x	113	x
18	CC1=CC(=O)C2=C(C)CC(O)C3C(C)C(=O)OC3C12 (stereo not given)	16	3	0	-8	100	-3	-27	101	-2	102	-5
19	O=C1NC(=O)N(CCC2=CCCCC2)C(=O)/C1=C\c1cccs1	24	-3	1	4	100	0	-56	100	8	96	-2
20	CCOC(=O)C1=C(N)Oc2cc(C)oc(=O)c2C12C(=O)N1c3c(cc(OC)cc32)C(C)=CC1(C)C (stereo not given)	x	-2	0	-10	99	-5	-8	101	-9	101	0
21	CN1CCN(C(=O)COc2ccc(N(C)S(=O)(=O)c3ccc(F)cc3)cc2)CC1	10	2	0	-9	u	-6	-26	102	-5	104	-2
22	Cc1cccc(-n2c(O)c(/C=N/NC(=O)c3ccncc3)c(=O)[nH]c2=O)c1	-35	x	x	x	u	x	-43	101	x	101	x
23	COc1ccc(CCNCc2ccc(C)s2)cc1OC	15	2	0	-2	101	1	-26	102	-1	102	-2
24	CCC(=O)OC1(c2ccccc2)CCN(C)CC1C (stereo not given)	0	-3	-4	-3	95	-4	-5	97	0	97	-5
25	CN1CCN(C(=O)OC2c3nccnc3C(=O)N2c2ccc(Cl)cn2)CC1 (stereo not given)	-23	-1	-1	-1	102	-2	-6	102	1	103	-3
26	O=C(Cc1ccccc1)N1CCN(C2CCCC2)CC1	11	-1	0	0	95	3	30	108	3	98	2
27	C=C1C(=O)O[C@H]2[C@H]1[C@H](OC(=O)CC(=O)O[C@@H]1C[C@@H](C)[C@@H]3C=CC(=O)[C@@]3(C)[C@H]3OC(=O)C(=C)[C@H]13)C[C@@H](C)[C@H]1C=CC(=O)[C@]12C	4	x	x	x	u	x	-69	88	x	94	x
28	COc1cccc(OCC(=O)N2CCN(C)CC2)c1	19	0	1	-8	101	-6	-20	99	-3	101	-1
29	CCOCCCNC(=O)C1c2cc(OC)c(OC)cc2C(=O)N2CCCCC12 (stereo not given)	7	-4	-1	0	100	-6	-6	103	1	104	-2
30	CCC(=NCc1ccco1)c1c(O)n(C2CCCCC2)c(=O)[nH]c1=O	-1	0	-1	-9	98	-8	-11	99	-7	99	-2
31	CC1=CC(=C2C(=O)NC(=S)NC2=O)C=C(C(F)(F)F)N1C	20	2	5	-8	99	-6	-53	100	-3	100	3
32	O=C(C1CC(c2ccccc2O)=NO1)N1CCC2(CC1)OCCO2 (stereo not given)	-3	-3	-2	-3	98	0	-32	103	-5	98	-5
33	COCc1cc(C2SCC(=O)Nc3c2c(=O)[nH]n3C(C)C)ccc1OC (stereo not given)	-10	-2	-2	-2	105	-3	-22	100	-3	102	-1
34	CN1C(=O)C(=Cc2cccnc2)C(=O)N(C)C1=O	10	x	x	x	u	x	-40	92	x	93	x
35	CC(ON1CC1(C(F)(F)F)C(F)(F)F)(C(N)=O)C(N)=O (stereo not given)	-2	0	0	1	103	0	-8	103	3	100	0
36	CCOC(=O)COc1ccc2c(c1)c(C(C)=O)c(C)n2Cc1ccccc1	18	0	-2	-2	104	-6	4	105	4	102	0
37	O=C1NC(=O)C(CCc2ccccn2)(Cc2cccc(Cl)c2Cl)C(=O)N1c1ccc(Br)cc1 (stereo not given)	-13	-4	-3	-3	108	-1	11	110	-5	105	-4
38	COc1nc2ccccc2c(=O)n1-c1ccc(C)cc1	4	-6	-1	-1	101	-6	-2	103	-6	104	-4
39	CCN(CC)CCNC(=O)c1c(O)c2ccccc2n(Cc2ccccc2)c1=O	-5	-5	-2	-18	103	-12	-28	102	-10	102	-6
40	CCN(CC)c1ccc(N=Cc2c(O)n(Cc3ccco3)c(=O)[nH]c2=O)cc1	-5	x	x	x	u	x	-25	99	x	107	x
41	O=C(c1ccco1)c1cn(Cc2ccccc2)c2ccccc12	-1	0	1	-2	102	-3	-2	99	0	100	-10
42	Cc1ccccc1-n1c(O)c(C=Nc2ccc3c(c2)OCO3)c(=O)[nH]c1=O	5	0	1	0	99	2	-109	101	-2	99	2
43	CCN1CCN(C(=O)Cc2c(C)n(C(=O)c3ccc(Cl)cc3)c3ccc(OC)cc23)CC1	12	-3	-5	-9	106	-7	8	108	-6	108	-4
44	CC(C)Sc1nnc(OC(=O)N(C)C)n1-c1ccccc1	4	x	x	x	u	x	2	100	x	98	x
45	CCN(CC)C(=O)c1ccc(NC(=O)COc2ccc([N+](=O)[O-])cc2Cl)cc1	4	-4	-1	0	103	-5	-19	106	2	102	-4
46	O=C(Nc1ccc(C(F)(F)F)cc1)OC1CN2CCC1CC2 (stereo not given)	-4	x	x	x	u	x	-2	109	x	119	x
47	Cc1cccc(N2C(=O)/C(=C/N3CCN(C(=O)c4ccco4)CC3)C(=O)NC2=S)c1	62*	-5	-4	-8	96	-8	-27	100	-7	95	-6
48	O=C(NC1CC1)C1CSC(c2cccnc2)=N1 (stereo not given)	1	-3	-2	-22	103	-12	-5	104	-12	105	-8
49	C/C(CC(c1ccccc1)c1c(O)c2ccccc2oc1=O)=N\Nc1ccc([N+](=O)[O-])cc1[N+](=O)[O-] (stereo not given)	16	x	x	x	u	x	2	101	x	101	x
50	Cc1ccnc(-n2c(-c3ccccc3)nc3ccccc3c2=O)c1	-27	0	-5	0	99	-3	-11	102	0	103	-3
51	OC(CCNCCc1c[nH]c2ccccc12)C(F)(F)Cl (stereo not given)	24	2	2	-4	99	0	-47	102	0	99	0
52	O=c1[nH]c(=S)n(-c2ccc(Cl)cc2)c(O)c1C=Nc1ccc(N2CCOCC2)cc1	-2	3	1	-3	104	-2	-15	104	1	101	-2
53	COC(=O)c1nc(-c2ccc3c(n2)C(=O)C(N)=C(OC)C3=O)c(N)c(-c2ccc(OC)c(OC)c2O)c1C	30	x	x	x	u	x	-17	102	x	95	x
54	COc1ccc(OC)c(C(O)C(C)N)c1 (stereo not given)	9	-3	0	0	100	-4	-6	96	1	102	-3
55	CSCCC(N=Cc1c(O)n(-c2ccc(Cl)cc2)c(=O)[nH]c1=O)C(=O)OC(C)(C)C (stereo not given)	-57	0	-5	-9	101	-3	-49	101	-7	99	-3
56	CCc1ccc(-n2c(O)c(/C=N/NC(=O)c3ccncc3)c(=O)[nH]c2=O)cc1	8	-3	-4	-11	100	-8	-41	99	-5	99	-7
57	CC(=O)Nc1ccccc1C(=O)OCC(=O)c1cccc2ccccc12	-5	-3	1	3	104	-3	-5	103	2	104	0
58	ON1C2CCCCC2N(O)C1c1ccccc1 (stereo not given)	2	-2	4	-7	103	-8	-38	99	-5	100	-6
59	Cn1cccc1/C=C1\C(=O)NC(=O)N(Cc2ccco2)C1=O	28	0	3	-1	89	-5	-45	96	-5	98	-3
60	O=C(NCC(c1cccnc1)N1CCN(c2ccccc2F)CC1)Oc1ccccc1 (stereo not given)	9	-8	-1	-3	104	-4	-23	101	-6	108	-11

# Following part
entry	Structure	Mcl1-Noxa inh	Bim-Mcl-1	Bim-Bcl-W	Bfl-1 Bim block	RGS7-Gao	Bcl-B Bim block	Mcl1 Bid PPI	RGS8-Gao reg	Bcl-2 Bim block	RGS4-Gao reg	Bcl-XL Bim block
61	O=C1C2CCCN2C(c2cccs2)N1c1ccccn1 (stereo not given)	-2	0	-1	-13	97	-6	9	100	-11	98	-4
62	COc1cc(OC)cc(C(=O)Nc2ccc(Br)cc2C(=O)c2ccccc2)c1	5	-5	-3	1	102	-4	-71	104	-3	103	-5
63	CCc1ccc(-c2nn(Cc3ccccc3)cc2C=O)cc1	13	-2	-3	-4	103	1	-8	108	-1	104	1
64	CCc1ccc(OCCCN=C(C)c2c(O)n(C)c(=O)n(C)c2=O)cc1	-7	1	0	-6	97	-3	-1	97	-6	91	0
65	NC(=S)N/N=C/c1coc2ccccc2c1=O	8	-8	-10	-8	102	-16	-39	102	-8	104	-11
66	CN1C(=O)C(=Cc2ccc(N(C)C)c([N+](=O)[O-])c2)C(=O)N(C)C1=O	16	0	-1	9	97	-1	-25	98	0	99	0
